Compound activity: PubChem, National Center for Advancing Translational Sciences (NCATS)
AmpC det inh = blocks E. coli AmpC beta-lactamase in presence of detergent | P00811 | purified AmpC, nitrocefin hydrolysis with detergent | Potency, µM (highest dose often 28.7 µM), inactives show at the highest dose activity change, negative = inhibition | actives 0.09% (n = 71,000) | AID 584; active = well fitted curve in the direction sought with a large enough effect
Target sequence (P00811 whole entry, looked up): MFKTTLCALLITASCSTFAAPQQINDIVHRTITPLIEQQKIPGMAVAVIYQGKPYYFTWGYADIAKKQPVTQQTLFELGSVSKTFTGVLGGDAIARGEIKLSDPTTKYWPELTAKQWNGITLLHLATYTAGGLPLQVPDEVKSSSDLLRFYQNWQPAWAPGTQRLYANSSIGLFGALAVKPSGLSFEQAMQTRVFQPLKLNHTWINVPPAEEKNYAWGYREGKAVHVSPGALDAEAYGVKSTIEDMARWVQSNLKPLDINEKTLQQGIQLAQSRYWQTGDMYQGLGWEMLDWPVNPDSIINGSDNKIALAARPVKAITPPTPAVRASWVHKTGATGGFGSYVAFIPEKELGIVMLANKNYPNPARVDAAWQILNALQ
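E. coli AmpC (5.3 nM) in 20 mM phosphate pH 7.0 with 0.01% Triton X-100, preincubated 15 min RT with compound; nitrocefin (2 uL of 800 uM stock) hydrolysis followed by 480 nm absorbance every 20 s over 4 min.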
Numbers without * were called inactive; [ ] = dose if it differs, or a comment. % is set by controls: 0 for no effect and ±100 for the full control effect; potency is the fitted concentration of half-maximal effect. Not all compounds are listed; the hit share may differ from the screen's.

no. | Structure | AmpC det inh
1 | Nc1ccc([N+](=O)[O-])cc1 | 7.0%
2 | COc1ccccc1CNc1ncnc2ccc(-c3ccoc3)cc12 | 13.1%
3 | COC(=O)c1[nH]c2cccc(OC)c2c1NC(=O)CCN1CCC(C)CC1 | -3.5%
4 | CCCn1nnnc1SCC(=O)NCc1ccc(OC)cc1 | 0.2%
5 | CCc1ccc(NC(=O)N(C2CCC(C)CC2)C2CCN(C(C)=O)CC2)cc1 (stereo not given) | -1.4%
6 | CN(CC(=O)N1CCc2ccccc21)S(=O)(=O)c1ccc(Br)s1 | 1.2%
7 | O=c1[nH]c2ccsc2c(=O)n1-c1ccc(F)c(Cl)c1 | 3.3%
8 | COc1ccc(Oc2ncc3nc(-c4cccs4)c(=O)n(-c4ccccc4)c3n2)cc1 | -1.1%
9 | Cc1ccc(C(=O)Nc2nc3ccccc3n2CCN2CCCC2)cc1 | -3.5%
10 | COc1cccc(-n2c(COc3ccc(C)cc3)nnc2SCC(=O)O)c1 | 25.4%
11 | O=C(CN(CC1CCCO1)C(=O)CNS(=O)(=O)c1ccccc1)NCc1ccccc1 (stereo not given) | 1.8%
12 | O=S(=O)(c1cccc(-c2nnc(SCc3nc4ccccc4s3)o2)c1)N1CCOCC1 | 10.7%
13 | Cn1c(=O)[nH]c(=O)c2c1nc(N1CCN(Cc3ccccc3)CC1)n2CCCc1ccccc1 | -2.0%
14 | COc1ccc(C)cc1S(=O)(=O)Nc1ccc(F)c(Cl)c1 | -9.2%
15 | O=C(O)c1cccc(C(=O)Nc2cccc(NC(=O)C3CCCO3)c2)c1 (stereo not given) | -4.6%
16 | COc1ccccc1-c1cncnc1NCCc1cnc[nH]1 | 7.3%
17 | Nc1nc(SCC(=O)N2CCCc3ccccc32)n(-c2ccccc2)n1 | 10.4%
18 | CCOC(=O)C1=C(C)NC(C)=C(C(=O)OCC)C1C(=O)OCC(=O)N1CCC(C)CC1 | -2.9%
19 | O=C(CC1(O)C(=O)Nc2cc(Cl)cc(Cl)c21)c1ccncc1 (stereo not given) | -8.8%
20 | COc1ccc(-c2nc3cnc(Nc4cccc(OC)c4)nc3n(Cc3cccs3)c2=O)cc1 | -2.3%
21 | O=C(O)C[C@H]1OCC=C2CN3CC[C@@]45C6=CC(=O)C(=O)C([N+](=O)[O-])=C6N[C@H]4[C@H]1[C@H]2C[C@@H]35 | -2.8%[5.75 µM]
22 | CC12C=CC3(O1)C(C(=O)N(c1cccnc1)C3C(=O)NC1CCCCC1)C2C(=O)Nc1ccccc1 (stereo not given) | -2.9%
23 | Cc1c(NC(=O)COC(=O)c2cc3c4ccccc4n(C)c3s2)c(=O)n(-c2ccccc2)n1C | -5.6%
24 | Cc1cc(-n2c(C)cc(C(=O)CN3C(=O)NC4(CCCC4)C3=O)c2C)no1 | -4.7%
25 | O=C(NCCCn1ccnc1)c1cc(S(=O)(=O)N2CCOCC2)c(Cl)cc1Cl | 16.6%
26 | CCCCc1nc2ccccc2c(=O)n1NC(=O)c1c(O)c2cccc3c2n(c1=O)CC3 | 7.7%
27 | CCC(=O)N1CCc2cc(Br)cc(S(=O)(=O)NCC3CCCN3CC)c21 (stereo not given) | 0.7%
28 | CCOc1ccc(N2CC(C(=O)Nc3ncccc3C)CC2=O)cc1 (stereo not given) | 2.7%
29 | COc1ccc(-c2ccc(-c3nnc(-c4cc(OC)ccc4OC)o3)cc2)cc1 | -3.6%
30 | CC(C)N(C(=O)CSc1nnc(NC(=O)C2CCC2)s1)C(C)C | 3.0%
31 | CC(C)(C)[C@@]1(O)C[C@@H]2OC(=O)C[C@@]23C(=O)O[C@H]2OC(=O)[C@@H](O)[C@]231 | -0.2%
32 | CCCCn1nc(C(=O)NC2=NCCS2)c2ccccc2c1=O | 14.1%
33 | N#Cc1cn(-c2ccccc2)nc1-c1ccc2c(c1)OCCO2 | -3.0%
34 | CN1CCN(S(=O)(=O)c2ccc(N(C)CC(=O)Nc3ccc(F)cc3)nc2)CC1 | -3.5%
35 | O=C(NCc1ccco1)C(c1ccccc1)N(Cc1cccnc1)C(=O)Cn1nnc2ccccc21 (stereo not given) | 8.8%
36 | COc1cccc(-c2cncnc2NCCN2CCOCC2)c1 | 9.6%
37 | CCCCN1CSC(=S)N(Cc2ccccc2)C1 | -2.8%[5.75 µM]
38 | CC1CCN(C(=O)CN2C(=O)C(C)(C)Oc3ccc(C(=O)NC4CCCC4)cc32)CC1 | 0.9%
39 | CC(C(=O)NCc1cccnc1)N1C(=O)c2ccccc2C1=O (stereo not given) | 24.1%
40 | COC(=O)C1=C(C)NC2=C(C(=O)CC(C)(C)C2)C1c1cccc(C)n1 (stereo not given) | 11.2%
41 | O=S(=O)(O)F | 16.6%
42 | CCn1cc(CNC(=O)c2cc(Cl)ccc2OC)c(C)n1 | -2.3%
43 | C=CCn1c(SCC(=O)Nc2cccc(C(=O)OC)c2)nnc1C(C)NC(=O)c1cccs1 (stereo not given) | -4.3%
44 | O=c1c(-c2cccc(Cl)c2)nc2cncnc2n1-c1ccccc1 | -1.6%
45 | CCCc1nc2oc(C(=O)OCC)c(N)c2c2c1COC(C)(C)C2 | 10.2%
46 | Cc1ccc(S(=O)(=O)N2CCC(C(=O)N3Cc4ccccc4C3)CC2)cc1 | 0.9%
47 | C=CCn1c(NCc2ccc(N(C)C)cc2)nc2ccccc21 | -2.3%
48 | COc1ccc(CCn2c(-c3ccco3)nc3nc4ccccc4nc32)cc1 | -4.3%
49 | COC(=O)c1ccc2c(=O)n(CCCCCC(=O)N3CCN(c4ccccc4)CC3)c(=O)[nH]c2c1 | -2.1%
50 | COC(=O)CSc1nc2ccccc2o1 | -1.3%
51 | O=C(Nc1ccc2oc(-c3ccc(F)cc3)nc2c1)c1ccccc1F | -3.0%
52 | Cc1sc2nc(CN3CCOCC3)nc(NS(=O)(=O)c3ccc4c(c3)OCCO4)c2c1C | -5.4%
53 | COC(=O)Cn1c(=N)n(CCN2CCCCC2)c2ccccc21 | -2.1%
54 | O=C(CCOc1ccccc1)Nc1ccc(S(=O)(=O)N2CCCC2)cc1 | -5.2%
55 | CC(C)OCCCn1c(=S)[nH]c2ccc(N3CCOCC3)cc2c1=O | -2.6%
56 | CC(C(=O)Nc1cccnc1)N1C(=O)C2C3C=CC(C3)C2C1=O (stereo not given) | -2.1%
57 | Cc1noc(C(=O)N2CCN(c3ccc(F)cc3)CC2)c1Cl | 4.4%
58 | Cc1ccc(CNC(=O)C2CCCN(S(C)(=O)=O)C2)cc1 (stereo not given) | -4.0%
59 | CC1(C(=O)NC2CCCCCCC2)CCC(=O)N1Cc1cccnc1 (stereo not given) | -1.7%
60 | O=C(NCC(c1cccnc1)N1CCN(c2ccc(F)cc2)CC1)Oc1ccccc1 (stereo not given) | 8.2%

(next part)
no. | Structure | AmpC det inh
61 | COc1ccc(CCNC(=O)C2CCN(S(=O)(=O)N3CCCCCC3)CC2)cc1OC | 1.6%
62 | O=C(CSc1nnc(-c2ccccc2)o1)Nc1ccccc1F | 11.0%
63 | CC(C)[C@](N)(C(=O)O)c1ccccc1 | -1.0%[5.75 µM]
64 | CCN(CC)CCCN(C(=O)c1cccs1)c1nc(-c2ccc(OC)cc2)cs1 | -6.6%
65 | CCCC(=O)Nc1cc(=O)[nH]c2ncnn12 | -1.4%
66 | C[N+]1(C)C[C@@H](O)C[C@@H]1C(=O)[O-] | -1.9%[12.8 µM]
67 | CCOc1ccc(NC(=O)CN2CCN(CC(=O)c3ccc(OC)c(OC)c3)CC2)cc1 | -1.4%
68 | O=c1c(-c2cccs2)nc2cnc(N3CCNCC3)nc2n1Cc1cccs1 | 19.3%
69 | Cc1c(C(=O)OCCOC(C)C)[nH]c2c1C(=O)CC(c1ccco1)C2 (stereo not given) | 5.2%
70 | S=P(C1CCCCC1)(C1CCCCC1)[C@H](c1cccnc1)N1CCCC1 | -2.6%[5.75 µM]
71 | COc1ccc(S(=O)(=O)Nc2ccc(CC#N)cc2)cc1 | -0.6%
72 | Cn1c(=O)c2c(nc(SCC(=O)NCC3CCCO3)n2C)n(C)c1=O (stereo not given) | 9.7%
73 | O=C(O)[C@H]1[C@H]2CN[C@H](C(=O)O)[C@H]21 | 1.6%
74 | Cn1c(=O)c2c(nc(NCCCN3CCOCC3)n2Cc2ccc(Cl)cc2Cl)n(C)c1=O | 7.3%
75 | NC(=O)CSc1nc(O)cc(=O)n1-c1ccccc1 | -3.2%
76 | Cc1ccc2nc3ccc(N4CCCC4)nn3c(=O)c2c1 | 3.7%
77 | CN(C)CCNS(=O)(=O)c1ccc(Cl)cc1 | -3.1%
78 | Cn1c(=O)c2[nH]c(CCCCc3nc4c([nH]3)c(=O)n(C)c(=S)n4C)nc2n(C)c1=S | 0.1%[5.75 µM]
79 | Cc1ccc(C(=O)C2CN3CCC2CC3)cc1 (stereo not given) | -3.0%
80 | CC1CCc2[nH]nc(C(=O)O)c2C1 (stereo not given) | 14.4%
81 | COc1cc(SC)ccc1C(=O)Nc1ccccc1C#N | 0.1%
82 | COc1ccc(N2CCN(C(=O)CCCOc3cc(=O)n(C)c4ccccc34)CC2)cc1 | -4.6%
83 | O=C(c1csnn1)N1CCC[C@@]2(CCN(c3cccc(-c4ccccc4)c3)C2)C1 | -1.6%
84 | CC(=O)Oc1ccc(N(C(C)=O)S(=O)(=O)c2cccs2)cc1 | -2.1%
85 | CCCn1c(=O)c(C(=O)Nc2ccncc2)c(O)c2ccccc21 | -0.8%
86 | CCOC(=O)C1=C[C@@]2(CC)CCCN3CCc4c(n1c1ccccc41)[C@H]32 | -1.9%
87 | Cc1cccc(CNc2nc(-c3ccoc3)nc3ccccc23)c1 | 10.1%
88 | Clc1ccc2nc(CN3CCCCC3)cn2c1 | 13.6%
89 | CN(Cc1nc(-c2cccnc2)no1)S(=O)(=O)c1ccc(Br)cc1 | -4.1%
90 | CCOc1ccc2cc(S(=O)(=O)N3CCN(C)CC3)ccc2c1 | -3.2%
91 | COc1ccc(CNC(=O)c2c(O)c3ccccc3n(C)c2=O)cc1OC | -2.2%
92 | O=C(CN1C(=O)C2CCc3[nH]c4ccccc4c3C2C1=O)N1CCCC1 (stereo not given) | -3.6%
93 | Cc1cc(=O)n2c3c(sc2n1)C(=O)N(Cc1ccccc1)C3=O | 9.4%
94 | CCC1CCCCN1S(=O)(=O)c1ccc(S(=O)(=O)N(Cc2cccs2)C2CC2)cc1 (stereo not given) | 0.2%
95 | COc1ccccc1CC(=O)NCc1ccc2c(c1)OCO2 | -0.7%
96 | COC(C)(C)c1cc(C(C)(C)C)nc(N)n1 | -2.7%
97 | Cc1oc(-c2cccc(Cl)c2)nc1CN1CCC(C(=O)N2CCN(c3ccccc3F)CC2)CC1 | 12.2%
98 | CCN(CC)CCCNC(=O)C1c2ccccc2Oc2ccccc21 | -4.2%
99 | CN1/C(=C\C(=O)c2ccco2)c2ccccc2CC1(C)C | 0.6%
100 | COC(=O)c1ccccc1NC(=O)c1cc2sccc2n1C | -7.6%

Of the compounds above, 3 contain bromine.
no. | Structure | AmpC det inh
6 | CN(CC(=O)N1CCc2ccccc21)S(=O)(=O)c1ccc(Br)s1 | 1.2%
27 | CCC(=O)N1CCc2cc(Br)cc(S(=O)(=O)NCC3CCCN3CC)c21 (stereo not given) | 0.7%
89 | CN(Cc1nc(-c2cccnc2)no1)S(=O)(=O)c1ccc(Br)cc1 | -4.1%

Next compounds follow:
no. | Structure | AmpC det inh
101 | CCCCC(CC)COC(=O)CCCCC(=O)OCC(CC)CCCC (stereo not given) | 9.0%
102 | O=C(Cn1cc(C(F)(F)F)ccc1=O)N1CCN(S(=O)(=O)c2ccc(Cl)cc2)CC1 | 0.0%
103 | CN1CCc2cc3c(cc2[C@@H]1[C@@H]1C(=O)Oc2c1ccc1c2OCO1)OCO3 | 0.5%
104 | O=C(NC1CC2CCC1C2)C1CCN(S(=O)(=O)c2ccc(-c3nn[nH]n3)cc2)CC1 (stereo not given) | 1.2%
105 | CC(C)CCn1nnnc1C(c1ccc(F)cc1)N1CCC(C(N)=O)CC1 (stereo not given) | -3.7%
106 | CC1CCN(CCCNC(=O)COc2cc(=O)n(C)c3ccccc23)CC1 | -4.1%
107 | Nc1nc(SCC(=O)N2CCCC2)[nH]c(=O)c1-c1ccccc1 | -1.1%
108 | NC(=O)c1ccc(Br)c(S(=O)(=O)N2CCCCC2)c1 | -0.9%
109 | N#Cc1c(-c2ccccc2)cc(C2CC2)nc1N | -4.3%
110 | Cc1ccc(-n2nc3c(c2NC(=O)c2ccc(S(=O)(=O)N4CCOCC4)cc2)CSC3)c(C)c1 | -5.8%
111 | CCOC(=O)N1CCN(c2c(N3CCc4ccccc4C3)c(=O)c2=O)CC1 | 12.6%
112 | COc1cccc(C(=O)CSc2nnc(COc3cccc4cccnc34)o2)c1 | -1.3%
113 | COc1cccc(-n2nnc3c(=O)n(Cc4ccc(Cl)cc4)cnc32)c1 | -4.0%
114 | Nc1ccc2oc(-c3cccs3)nc2c1 | 0.1%
115 | CC(NC(=O)CN1C(=O)COc2ccccc21)c1ccccc1 (stereo not given) | 0.8%
116 | CC1(C)CC(CCNC(=O)c2ccco2)CC(C)(C)N1 | -4.1%
117 | CCCOc1ccc(C(C)(O)CN2CCOCC2)cc1 (stereo not given) | -3.3%
118 | COc1c(C)cc(Br)cc1C(=O)O | -3.5%
119 | O=C(O)c1ccc2c3c(cccc13)C(=O)N(c1ccccc1O)C2=O | 1.1%
120 | CCOC(=O)C1CCN(C(=O)CN(Cc2ccccc2)S(C)(=O)=O)CC1 | -5.4%
121 | CCOC(=O)Cn1cnc2c(C#N)c3n(c2c1=O)CCCCC3 | -2.4%
122 | CCOC(=O)C1CCN(S(=O)(=O)C(F)(F)c2nc3ccccc3s2)CC1 | -1.4%
123 | c1ccc(Cn2c(SCc3cn4cccnc4n3)nnc2-c2ccco2)cc1 | -3.5%
124 | CC(=O)[O-].CC(=O)[O-].CC(=O)[O-].[Cr+3] | 5.1%
125 | COc1ccc2c(c1)N(CC[C@H]1CCCCN1C)c1ccccc1S2 | -1.2%[5.75 µM]
126 | O=C(CN(C(=O)CCC(=O)Nc1nccs1)c1cccc(F)c1)NCC1CCCO1 (stereo not given) | -1.7%
